USP1-UAF1 inh – inhibitors of human USP1/UAF1 deubiquitinase; O94782; recombinant USP1/UAF1, Ub-Rhodamine cleavage fluorescence; Potency, µM (titrated, usually from 57.1 µM), without a hit: top-dose activity change, negative = inhibition, hits mostly inhibitors; actives 0.23% (n = 390,000); AID 743255; also: % is scaled to controls: 0 for no effect and ±100 for the full control effect; nearly all actives have a fitted effect of over 60% in size; inactives centre near -12
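Step one: compound is pinned into 1nM USP1/UAF1 in HEPES pH 7.8 buffer with TCEP. Step two: 15 min room-temperature incubation. Step three: Ub-Rho (150nM final) starts cleavage, tracked by fluorescence over six one-minute reads.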
RGS4 inhibitor – human RGS4 inhibition | P49798 | Transcreener GDP fluorescence polarization, RGS4-accelerated GTP hydrolysis | Potency, µM (top dose mostly 114 µM), inactives show top-dose activity change, negative = inhibition, actives largely listed as inhibitors | actives 0.039% (n = 390,000) | AID 504845; also: % is scaled to controls: 0 for no effect and ±100 for the full control effect; nearly all actives have a fitted effect of over 75% in size; some results filed as inactive show a strong effect at the top dose
Target sequence (P49798 whole entry, looked up): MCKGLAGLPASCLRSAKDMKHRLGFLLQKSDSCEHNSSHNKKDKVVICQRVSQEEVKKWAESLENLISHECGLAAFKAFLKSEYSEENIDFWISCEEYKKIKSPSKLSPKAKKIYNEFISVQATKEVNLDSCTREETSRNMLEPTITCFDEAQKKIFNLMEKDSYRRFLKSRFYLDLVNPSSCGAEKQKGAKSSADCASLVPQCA
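MLSMR compounds (23 nl, pin-transferred) preincubated 10 min at room temperature with a 500nM (2x) first reagent, then RGS4 at 900nM (2x) plus Transcreener GDP mix added; fluorescence polarization (620/688 nm) read before and after 90 min at 30 °C.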
Vif-A3G inh – Vif-A3G binding inhibition; Q9HC16; HeLa A3G-eYFP + Vif (tagged APOBEC3G with the HIV-1 protein that degrades it), YFP fluorescence, overnight; Potency, µM (highest dose often 46.1 µM), inactives show at the top dose activity, negative = active, most hits filed as inhibitors; actives 0.076% (n = 410,000); AID 602310;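 also: % is scaled to controls: 0 for no effect and ±100 for the full control effect; nearly all actives have a fitted effect of over 60% in size; hits raise eYFP signal because A3G escapes Vif-driven loss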
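HeLa cells stably expressing Vif and C-terminally eYFP-tagged A3G, seeded overnight at 37 deg C, then exposed to compound by pintool overnight at 37 deg C. Rise in yellow fluorescence (Ex 488/Em 500-530, Acumen) marks blocked Vif-driven A3G degradation.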
RXFP1 agonist – agonists of human relaxin receptor RXFP1 | actives 0.3% (n = 370,000) | HEK293T-RXFP1 cAMP TR-FRET, 30 min; response scale: percent of porcine relaxin response, buffer zero | Potency, µM (series often up to 57.5 µM), for the others: top-dose activation, actives largely listed as activators | Q9HBX9; also: % is scaled to controls: 0 for no effect and ±100 for the full control effect; nearly all actives have a fitted effect of over 60% in size; many of its hits are not listed in these tables
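Agonist response is measured as cAMP accumulation in an RXFP1-transfected HEK293T line under PDE4 inhibition. Values are scaled between buffer-only and 29 nM porcine relaxin, and EC50s come from standard Hill equation fits.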
ALOX12 inh – inhibitors of human 12S-lipoxygenase ALOX12 | P18054 | purified 12hLO, xylenol orange hydroperoxide absorbance | Potency, µM (top dose mostly 108 µM), without a hit: at the highest dose activity change, negative = inhibition, most hits filed as inhibitors | actives 1.1% (n = 580,000) | AID 1671190; also: % is scaled to controls: 0 for no effect and ±100 for the full control effect
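Purified human 12hLO at 150 nM in 25 mM Hepes, 0.01% Triton X-100, pH 7.0, preincubated 15 min at room temperature with compound. Reaction started with 40 uM arachidonic acid, 30 min at room temperature. Hydroperoxide measured by Fe-xylenol orange, 573/405 nm absorbance ratio.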
mIDH1 inhibitor – blocks human mutant IDH1 R132H enzyme; Potency, µM (top dose mostly 76.6 µM), inactives show top-dose activity change, negative = inhibition, actives largely listed as inhibitors; IDH1-R132H enzyme, NADPH consumption, diaphorase/resazurin fluorescence; actives 0.093% (n = 390,000); AID 602179; also: % is scaled to controls: 0 for no effect and ±100 for the full control effect; nearly all actives have a fitted effect of over 65% in size
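IDH1-R132H (0.5 ug/mL dispensed) in pH 7.5 Tris buffer was preincubated 30 min with compound, then given a substrate mix of 0.016 mM NADPH and 2 mM alpha-KG for 80 min at room temperature; remaining NADPH was read by diaphorase/resazurin fluorescence.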
TrxR1 inh – blocks rat thioredoxin reductase 1 | Potency, µM (titrated, usually from 114 µM), inactives show at the highest dose activity change, negative = inhibition, usual class: inhibitors | actives 1% (n = 390,000) | recombinant rTrxR1, NADPH fluorescence consumption, selenite substrate | O89049; also: % is scaled to controls: 0 for no effect and ±100 for the full control effect; nearly all actives have a fitted effect of over 65% in size
Target sequence (O89049 whole entry, looked up): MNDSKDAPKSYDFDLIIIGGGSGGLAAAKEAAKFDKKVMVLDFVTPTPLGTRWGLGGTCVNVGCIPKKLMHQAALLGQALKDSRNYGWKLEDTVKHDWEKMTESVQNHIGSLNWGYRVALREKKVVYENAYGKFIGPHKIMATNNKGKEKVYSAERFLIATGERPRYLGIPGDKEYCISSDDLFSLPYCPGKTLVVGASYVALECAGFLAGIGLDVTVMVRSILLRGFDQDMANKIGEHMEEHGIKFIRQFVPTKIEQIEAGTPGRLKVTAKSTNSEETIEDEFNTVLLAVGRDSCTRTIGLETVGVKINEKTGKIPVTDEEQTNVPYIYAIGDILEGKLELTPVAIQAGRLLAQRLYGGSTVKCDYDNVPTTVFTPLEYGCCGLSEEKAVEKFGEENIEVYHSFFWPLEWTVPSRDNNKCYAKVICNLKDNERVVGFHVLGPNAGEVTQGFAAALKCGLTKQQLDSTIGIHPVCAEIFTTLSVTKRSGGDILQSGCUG
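Rat TrxR1 (90 nM in the dispensed reagent) was pre-reduced with 400 uM NADPH for 5 min at room temperature, then incubated with compound for 15 min. After 400 uM selenite was added, NADPH fluorescence (Ex 340/Em 450 nm) was followed for 8 min.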
Vif-A3F inh – Vif-A3F binding inhibition. HeLa A3F-eYFP + Vif (tagged APOBEC3F with the HIV-1 protein that degrades it), YFP fluorescence increase. Potency, µM (top dose mostly 46.1 µM), for inactives: at the highest dose activity, negative = active. actives 0.2% (n = 390,000); also: % of control where 0% means no effect; nearly all actives have a fitted effect of over 65% in size
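Fluorescence increase (Ex 488/Em 500-530) after overnight compound treatment at 37 deg C flags inhibition of Vif-driven A3F-eYFP loss in stable HeLa A3F-eYFP/Vif cells seeded overnight beforehand.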
TrxR1 substrate – substrates of rat thioredoxin reductase 1 | actives 0.01% (n = 390,000) | Potency, µM (highest dose often 114 µM), inactives show at the top dose activity change, negative = substrate turnover | O89049 | purified TrxR1 substrate turnover, NADPH consumption readout; also: % is scaled to controls: 0 for no effect and ±100 for the full control effect; nearly all actives have a fitted effect of over 50% in size
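Rat TrxR1, dispensed at 90 nM, was prereduced with 400 uM NADPH (final) for 5 min at ~22 deg C, then incubated with compound 15 min before 400 uM selenite. A first-read NADPH fluorescence drop versus no-compound background flagged substrates.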
Active calls of the source: *; ? = inconclusive; / = no result given; [ ] = another dose, or the depositor's remark. Calls follow the shape of the dose curve; as a rule, active = well fitted curve in the direction sought with a large enough effect; inconclusive = small, poorly fitted or top-dose-only effect, or another doubt; inactive = no such curve, though single readings can be large; an effect the other way counts as inactive or inconclusive. Potency is read from the fitted curve at half-maximal effect. These rows are one share of the data. The share of hits here may be higher or lower than overall.

| item | compound | USP1-UAF1 inh | RGS4 inhibitor | Vif-A3G inh | RXFP1 agonist | ALOX12 inh |
| --- | --- | --- | --- | --- | --- | --- |
| 1 | O=C(c1cccs1)N(Cc1cc2ccccc2[nH]c1=O)CC1CCCO1 (configuration not stated) | -19% | 11% | -2% | -3.8% | -6% |
| 2 | CCOC(=O)C1=C(COC(=O)c2sccc2C)NC(=O)NC1C (configuration not stated) | -14% | 8% | 0% | 1.1% | 6% |
| 3 | COc1cccc(C(=S)N2CCCC2)c1OC | -14% | ? | 3% | 3.0% | -42% |
| 4 | C/C(=N\NC(=O)c1nnn(-c2nonc2N)c1CN1CCC(C)CC1)c1ccc(Br)cc1 | -5% | / | -1% | / | 10% |
| 5 | CCOCC(=O)NC1CCc2cc(OC(=O)COCC)c(OC)c(OC)c2-c2ccc(SC)c(=O)cc21 (configuration not stated) | -16% | 23% | -44% | / | -8% |
| 6 | Cc1nn(CC(=O)N2CCN(c3ccccc3)CC2)c(C)c1[N+](=O)[O-] | -8% | 26% | -1% | -1.7% | -17% |
| 7 | CCOCCCNC(=O)c1ccc2nc(-c3ccc(OC)c(OC)c3)c(-c3ccc(OC)c(OC)c3)nc2c1 | -13% | 7% | -5% | 5.8% | -5% |
| 8 | CCCn1c(=S)[nH]c2ccccc2c1=O | -11% | 3% | -8% | 5.7% | 9% |

| item | mIDH1 inhibitor | TrxR1 inh | Vif-A3F inh | TrxR1 substrate |
| --- | --- | --- | --- | --- |
| 1 | -6% | 13% | -1% | 5% |
| 2 | 0% | 16% | 2% | -1% |
| 3 | 12% | -3% | -25% | 0% |
| 4 | -4% | / | -3% | / |
| 5 | 4% | -19% | -1% | -10% |
| 6 | -6% | 5% | -12% | 1% |
| 7 | -5% | -8%[57.1 µM] | 15% | 5%[57.1 µM] |
| 8 | 1% | 14%[57.1 µM] | ? | 12%[57.1 µM] |

Additional structures follow:
| item | compound | USP1-UAF1 inh | RGS4 inhibitor | Vif-A3G inh | RXFP1 agonist | ALOX12 inh |
| --- | --- | --- | --- | --- | --- | --- |
| 9 | COc1ccccc1NC(=O)c1ncn(-c2ccccc2)n1 | -21% | 1% | / | 0.4% | -19% |
| 10 | Cc1cc(C)cc(NS(=O)(=O)c2csc(C(N)=O)c2)c1 | -31% | 24% | 0% | -3.6% | 21% |
| 11 | N#Cc1ccc(CSc2nc3c(c(=O)[nH]2)CCCC3)cc1 | -18% | 14% | / | 3.9% | -21% |
| 12 | CCc1ccc(-c2cc(C)no2)cc1S(=O)(=O)N1CCOc2ccccc21 | -18% | 1% | 1% | -1.7% | 0% |
| 13 | COc1ccc2c(OC)c3ccoc3nc2c1OC | 6% | -6% | -4% | 4.4% | ? |
| 14 | N#CC1=C(N)Oc2ccc3ccccc3c2C1c1cccnc1 (configuration not stated) | -25% | -5%[56.9 µM] | ? | -0.7% | 9% |
| 15 | NC(=O)c1nsc(C(=O)N(Cc2ccc(F)cc2)C(C(=O)NC2CCCC2)c2ccco2)c1N (configuration not stated) | -13% | -3% | -1% | -1.5% | 11% |
| 16 | NC(=O)N/N=C/c1cn(-c2ccccc2)nc1-c1cccnc1 | -25% | -17% | 1% | 1.0% | / |

| item | mIDH1 inhibitor | TrxR1 inh | Vif-A3F inh | TrxR1 substrate |
| --- | --- | --- | --- | --- |
| 9 | / | -7% | / | -3% |
| 10 | -3% | 5% | 2% | -5%[57.1 µM] |
| 11 | / | -3% | / | -5% |
| 12 | 8% | 22% | -4% | -2% |
| 13 | -7% | -12% | 4% | 141%[activator] |
| 14 | -6% | 9% | -3% | -2% |
| 15 | -7% | -10%[57.1 µM] | ? | 12%[57.1 µM] |
| 16 | 4% | -4% | 6% | -3% |

Remaining list, next part.
| item | compound | USP1-UAF1 inh | RGS4 inhibitor | Vif-A3G inh | RXFP1 agonist | ALOX12 inh |
| --- | --- | --- | --- | --- | --- | --- |
| 17 | Oc1ccc(-c2c(-c3ccsc3)sc3ccccc23)cc1 | -20% | 20% | -10% | 7.2% | -10% |
| 18 | CSc1ccccc1NC(=O)Cn1c([N+](=O)[O-])cnc1C | -8% | 7% | 5% | 1.5% | 4% |
| 19 | CCn1cc(CN2CCc3c([nH]c4ccccc34)C2c2ccc(F)c(OC)c2)c(C)n1 (configuration not stated) | -11% | -13% | -23% | 0.8% | -4% |
| 20 | CC(C)c1nc(C(=O)N2CCCC(CCC(=O)N(C)CCc3ccccn3)C2)cs1 (configuration not stated) | -21% | -21% | 1% | -0.1% | -14% |
| 21 | O=[N+]([O-])c1ccc(C=CC=Cc2ccccc2)cc1 | -22% | / | -7% | / | ? |
| 22 | Cc1ccc(/C=N/NC(=O)Cn2cncn2)cc1 | -5% | 10% | 0% | -0.2% | 1% |
| 23 | Clc1ccc(CN2CCN(c3ncccn3)CC2)c(Cl)c1 | -11% | 13% | 0% | 2.6% | ? |
| 24 | Cc1cc(=O)n2[nH]c(-c3ccco3)nc2n1 | 7% | -10% | 0% | -0.5% | -17% |

| item | mIDH1 inhibitor | TrxR1 inh | Vif-A3F inh | TrxR1 substrate |
| --- | --- | --- | --- | --- |
| 17 | -9% | 11% | 1% | -2% |
| 18 | -10% | -15% | -9% | -7% |
| 19 | -14% | 5% | -4% | 10% |
| 20 | 1% | 27% | 0% | 1% |
| 21 | 0% | / | -13% | / |
| 22 | -6% | -2%[57.1 µM] | 1% | -2%[57.1 µM] |
| 23 | 5% | 6% | -3% | 3% |
| 24 | 5% | -18% | -3% | 3% |

Other compounds:
| item | compound | USP1-UAF1 inh | RGS4 inhibitor | Vif-A3G inh | RXFP1 agonist | ALOX12 inh |
| --- | --- | --- | --- | --- | --- | --- |
| 25 | Cc1nc2ccn(Cc3ccco3)c(=O)c2cc1C(=O)N1CCN(c2ccccc2)CC1 | 7% | 12% | 6% | -1.4% | -17% |
| 26 | Cc1cccc(OCCNC(=S)NC(=O)c2cccnc2)c1 | -6% | 48% | 1% | -2.5% | -1% |
| 27 | COc1cccc2c(C)cc3nnc(SCC(=O)Nc4ccc(C)cc4)n3c12 | ? | -10% | -5% | 1.6% | 4% |
| 28 | Cc1ccc(N2C(=O)C3C4CCC(O4)C3C2=O)c(OC(F)F)c1 (configuration not stated) | -6% | 8% | 1% | 0.3% | 432%[activator] |
| 29 | NCCCCCCCCCCNS(=O)(=O)c1cccc2c(Cl)cccc12 | / | / | -5% | / | ? |
| 30 | C/C(=N\NC(=O)c1ccc(Br)cc1)C1C(=O)c2ccccc2C1=O | -12% | 3% | 0% | -0.9% | -10%[57.4 µM] |
| 31 | CC(=O)Nc1ccc(NC(=O)Cn2c(=O)ccc3cc(S(=O)(=O)N4CCC(C)CC4)ccc32)cc1 | -11% | -21% | 4% | 2.7% | -29% |
| 32 | O=[N+]([O-])c1ccccc1S(=O)(=O)n1cnc2ccccc21 | -20% | -10% | 0% | 0.8% | -4% |

| item | mIDH1 inhibitor | TrxR1 inh | Vif-A3F inh | TrxR1 substrate |
| --- | --- | --- | --- | --- |
| 25 | 30% | -7%[57.1 µM] | 0% | -4%[57.1 µM] |
| 26 | 1% | -12% | 0% | -8% |
| 27 | -19% | 9% | -1% | -3% |
| 28 | 11% | 4% | 6% | 0% |
| 29 | / | 7% | / | 2% |
| 30 | 4% | -2% | -1% | -5% |
| 31 | 11% | 3%[57.1 µM] | 2% | -1%[57.1 µM] |
| 32 | 12% | 10%[57.1 µM] | -2% | 4%[57.1 µM] |

(next part)
| item | compound | USP1-UAF1 inh | RGS4 inhibitor | Vif-A3G inh | RXFP1 agonist | ALOX12 inh |
| --- | --- | --- | --- | --- | --- | --- |
| 33 | Nc1cc(C(=O)c2ccccc2)ccc1[N+](=O)[O-] | -22% | 0% | -2% | 1.1% | ? |
| 34 | CNc1ccc(S(=O)(=O)NCC(=O)OCC(=O)Nc2cccc(Cl)c2Cl)cc1[N+](=O)[O-] | 1% | 6% | 1% | 1.3% | ? |
| 35 | COc1ccccc1CNC(=O)CCC1N=C2c3ccccc3N=C(SCc3ccccc3Cl)N2C1=O (configuration not stated) | 2% | -6% | -12% | -0.2% | -28% |
| 36 | CN(C)C(=O)C(=O)c1cccn1-c1ccccc1C#N | -19% | -24% | 2% | 0.5% | 21% |

| item | mIDH1 inhibitor | TrxR1 inh | Vif-A3F inh | TrxR1 substrate |
| --- | --- | --- | --- | --- |
| 33 | 7% | -2% | -7% | -3% |
| 34 | 3% | -25% | 7% | -11% |
| 35 | -7% | 24%[57.1 µM] | -2% | 13%[57.1 µM] |
| 36 | -7% | ? | 2% | -10% |
